MEKK2 WT-MEK5: raises or lowers MEK5 binding to wildtype human MEKK2 PB1 domain | bead flow cytometry, Alexa488-MEK5 binding to MEKK2 WT; actives lie on both sides | AID 1531 | binding response (% of control), % at 10 µM | Q9Y2U5 | 1.1% of 290,000 active; in the data active = binding response below about 67% or above about 130%
NALP1 inh: inhibitors of NALP1 inflammasome in yeast; S. cerevisiae NALP1/ASC/caspase-1 growth, X-gal OD620, 72 h; inhibition, % at 10 µM; 0.61% of 280,000 active; AID 2071; in the data active = inhibition mostly above about 24%, no sharp cut-off; inactive = mostly below about 32%; also: some compounds called inactive have numbers as strong as hits
MEKK2mut PB1 HTS: signal of MEK5 binding to mutant human MEKK2 PB1 domain; percent response, % at 10 µM; bead flow cytometry, Alexa488-MEK5 binding to MEKK2 mutant; 0.35% of 290,000 active; in the data active = percent response above about 24%, passing the limit was not always enough; also: inactives centre near 1; some results filed as inactive read as strong as hits; reference of the scale not given here
MEKK3 PB1 HTS: modulators (inhibitors or enhancers) of MEK5 binding to human MEKK3 PB1 domain; Q99759; bead-based flow cytometry, Alexa488-MEK5 binding to MEKK3; actives lie on both sides; 0 = blocked by unlabeled MEK5, 100 = vehicle; binding response (% of control), % at 10 µM; 1.4% of 290,000 active;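 active = binding response more than 3 SD above or below the average of its plate-row segment, actives on both sides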;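 also: Alexa488 bead fluorescence after subtracting the streptavidin-only scavenger bead signal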
GalR3 antag: blocks the human galanin receptor 3; O60755; HEK293 GalR3-CNG cAMP membrane potential fluorescence; galR3 body fused to GalR1 C-terminus; inhibition, % at 3 µM; 0.44% of 360,000 active;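 active = inhibition above the screen-wide average plus 3 SD, cut at about 13% in these data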;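 also: forskolin and galanin both at EC90 stimulate the cells; cAMP rise reported by CNG channel membrane potential dye signal; 0% = forskolin plus galanin with DMSO and 100% = forskolin alone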
Target sequence (O60755 1-299 limits assumed): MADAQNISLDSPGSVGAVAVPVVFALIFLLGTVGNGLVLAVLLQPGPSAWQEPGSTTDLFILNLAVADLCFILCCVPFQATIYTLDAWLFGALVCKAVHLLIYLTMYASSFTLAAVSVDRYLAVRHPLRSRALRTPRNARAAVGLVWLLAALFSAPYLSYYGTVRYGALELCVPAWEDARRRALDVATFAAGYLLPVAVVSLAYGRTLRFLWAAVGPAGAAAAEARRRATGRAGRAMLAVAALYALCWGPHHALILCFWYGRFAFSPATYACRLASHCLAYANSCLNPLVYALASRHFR
OXTR agonist: agonists of human oxytocin receptor; AID 2435; CHO-OTR cells, Fluo-8 calcium fluorescence; normalized: DMSO 0%, oxytocin 100%; activation, % at 3 µM; 0.32% of 320,000 active; P30559;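 active = activation above the mean of all tested compounds plus 3 SD, cutoff set per screening run, cut at about 20% in these data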;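 also: peak over basal fluorescence ratio from a 100 s FLIPR kinetic read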
V1R ag counter: activates human V1a receptor in oxytocin agonist counter-screen | P37288 | CHO-V1R cells, Fluo-8 calcium fluorescence, agonist mode; 0% DMSO, 100% 3 nM vasopressin | activation, % at 3 µM | 0.25% of 320,000 active | AID 2797;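 active = activation above the mean activation of all tested compounds plus 3 SD, per screening run, cut at about 20% in these data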;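 also: signal is peak over basal fluorescence ratio across a 100 second FLIPR read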
Target sequence (P37288 whole entry, looked up): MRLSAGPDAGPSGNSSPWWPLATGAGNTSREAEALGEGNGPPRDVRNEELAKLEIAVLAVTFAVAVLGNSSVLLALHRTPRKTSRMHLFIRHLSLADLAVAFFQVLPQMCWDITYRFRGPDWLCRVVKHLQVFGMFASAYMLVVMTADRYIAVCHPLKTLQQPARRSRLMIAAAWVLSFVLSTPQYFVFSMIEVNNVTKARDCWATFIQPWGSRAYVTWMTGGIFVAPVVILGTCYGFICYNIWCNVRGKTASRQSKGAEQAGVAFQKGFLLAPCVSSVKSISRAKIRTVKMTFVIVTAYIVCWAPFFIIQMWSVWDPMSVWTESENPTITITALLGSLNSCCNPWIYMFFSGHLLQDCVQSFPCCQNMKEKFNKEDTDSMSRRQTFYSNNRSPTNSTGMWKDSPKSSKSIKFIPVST
GPR7 antag: antagonists of human GPR7 (neuropeptides B/W receptor 1) | inhibition, % at 4.4 µM | GPR7-expressing cells, fluorescence antagonist assay | 1.1% of 290,000 active | P48145; in the data active = inhibition above about 16%, passing the limit was not always enough;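 also: cells stimulated with the agonist NPW; 0% = agonist with vehicle and 100% = vehicle without agonist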
PHOSPHO1 block: inhibitors of human PHOSPHO1 phosphatase; Q8TCT1; recombinant PHOSPHO1, absorbance phosphatase assay; inhibition, % at 13.3 µM; 1.1% of 290,000 active; AID 1565; in the data active = inhibition above about 60%
Target sequence (Q8TCT1 whole entry, looked up): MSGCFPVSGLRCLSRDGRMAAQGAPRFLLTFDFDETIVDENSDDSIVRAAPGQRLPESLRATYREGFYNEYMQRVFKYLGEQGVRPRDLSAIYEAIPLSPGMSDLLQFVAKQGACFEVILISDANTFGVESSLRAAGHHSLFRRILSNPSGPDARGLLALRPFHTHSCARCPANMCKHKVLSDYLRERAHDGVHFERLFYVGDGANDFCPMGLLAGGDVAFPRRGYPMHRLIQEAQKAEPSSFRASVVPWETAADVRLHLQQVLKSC
An asterisk follows results filed as active; . = not tested or not shown.

Start of the data: the first two entries, to show the layout:
SMILES	MEKK2 WT-MEK5	NALP1 inh	MEKK2mut PB1 HTS	MEKK3 PB1 HTS	GalR3 antag	OXTR agonist	V1R ag counter	GPR7 antag	PHOSPHO1 block
O=C1c2ccccc2C(Nc2ccc3c(c2)OCCO3)N1c1ccccn1 (configuration not stated)	99	6	-9	97	-1	-0.8	-0.9	-1	2
CCN(CC)C(=O)c1sc(NC(=O)c2cc(-c3ccc(C)s3)nc3ccccc23)c(C(=O)OC)c1C	86	20	1	98	-3	-0.2	2.4	-4	39

Main list, from the first entry:
SMILES	MEKK2 WT-MEK5	NALP1 inh	MEKK2mut PB1 HTS	MEKK3 PB1 HTS	GalR3 antag	OXTR agonist	V1R ag counter	GPR7 antag	PHOSPHO1 block
O=C1c2ccccc2C(Nc2ccc3c(c2)OCCO3)N1c1ccccn1 (configuration not stated)	99	6	-9	97	-1	-0.8	-0.9	-1	2
CCN(CC)C(=O)c1sc(NC(=O)c2cc(-c3ccc(C)s3)nc3ccccc23)c(C(=O)OC)c1C	86	20	1	98	-3	-0.2	2.4	-4	39
CCOc1ccccc1NC(=S)NNS(=O)(=O)c1c(C)cc(C)cc1C	96	20	-2	93	-7	-1.4	0.7	-3	-4
O=C(NCc1ccccn1)C1CC(c2ccccc2Cl)=NO1 (configuration not stated)	97	4	-9	100	-3	-0.6	0.1	7	49
COc1ccc(CCN2C(=O)NC(NC(=O)CCc3ccccc3)(C(F)(F)F)C2=O)cc1OC (configuration not stated)	94	14	-2	96	7	0.6	2.7	-10	-22
O=C(COc1ccc(Cl)cc1Cl)NNC(=O)c1cccnc1	99	2	3	95	-9	0.4	0.2	-16	13
Cc1nc2cc(-c3ccccc3)nn2c(C)c1CCC(=O)N1CCN(c2ccccc2)CC1	100	-39	4	107	10	0.0	-0.8	-8	0
CCN(CC)CCNC(=O)C(=O)Nc1cc2c3c(c1)CCN3C(=O)CC2	99	3	2	99	-5	0.0	0.6	0	26
O=C1NC(=S)N/C1=C/c1cccc([N+](=O)[O-])c1O	114	18	7	113	-5	-0.1	-0.1	1	29
CCc1nc(CN(C)C(=O)C2CCC(=O)N(Cc3cccc(F)c3)C2)no1 (configuration not stated)	106	18	3	103	1	0.4	-0.6	-16	6
COc1ccccc1-c1csc(Cc2nnc3n2CCCCC3)n1	100	2	0	101	-1	-1.6	-0.3	2	-27
Cc1ccnc(SCc2cc(=O)c(OC(=O)c3ccc(S(=O)(=O)N(C)C)cc3)co2)n1	107	29	1	122	0	2.1	0.6	0	-14
COc1ccc(-c2noc(CN3C(=O)c4ccccc4C3=O)n2)cc1	99	.	-2	96	2	0.3	-0.8	6	-4
Cc1ccc(S(=O)(=O)N2CCC(C(=O)N3CCC3)CC2)cc1	116	12	7	105	-1	0.8	0.4	-6	20
COc1ccc(NC(=O)/C(C#N)=C/c2ccc(OCc3ccccc3F)cc2)cc1	101	.	-2	103	10	1.6	0.4	-1	9
O=C(OCc1ccccc1)C1CCCN1C(=O)c1ccccc1[N+](=O)[O-] (configuration not stated)	104	-3	6	102	-5	-1.6	-1.0	-10	16
CC(=O)CCS(=O)(=O)c1ccc(NC(C)=O)cc1	103	0	2	102	1	0.1	0.5	-9	23
CN(C)S(=O)(=O)c1ccccc1C#N	98	0	0	98	-8	1.0	0.3	3	1
COc1ccc(C(=O)CSc2n[nH]c(-c3ccncc3)n2)cc1[N+](=O)[O-]	110	29	0	104	6	-0.2	0.3	-8	-4
CCc1ccc(S(=O)(=O)NCc2cn3ccsc3n2)s1	97	10	1	98	-3	3.4	3.0	-7	-1
Cc1ccc(S(=O)(=O)Nc2cc(Cl)c(O)c3ncccc23)cc1	103	6	5	101	-1	2.0	3.5	-14	19
O=C(c1c[nH]c2ccccc12)C(O)C(c1ccccc1)N1CCOCC1 (configuration not stated)	92	-7	-3	92	10	1.7	-0.2	-13	22
CCN(CC)S(=O)(=O)c1ccc(-n2cnnn2)c(C)c1	103	3	4	106	4	0.4	0.6	-1	-5
Cc1cc(C)c(NC(=O)C2CCN(C(=O)c3ccco3)CC2)c(C)c1	99	12	-7	100	-10	0.1	1.6	-3	-12
O=C(CSc1nn(-c2ccc(Cl)cc2)c(=S)s1)N1CCN(C(=O)c2ccco2)CC1	101	6	4	106	0	2.6	5.4	-2	3
Continued:
SMILES	MEKK2 WT-MEK5	NALP1 inh	MEKK2mut PB1 HTS	MEKK3 PB1 HTS	GalR3 antag	OXTR agonist	V1R ag counter	GPR7 antag	PHOSPHO1 block
COC(=O)c1sccc1NC(=O)c1ccnn1C	105	0	6	105	-1	-1.1	-0.1	-6	.
CC(C)N(C(=O)COC(=O)c1ccc(O)cc1)C(C)C	116	28	14	112	-2	1.7	1.1	3	10
O=C(CSc1nnc(C2CC2)n1Cc1ccco1)NCC(F)(F)F	104	7	3	108	-1	0.1	-0.7	-8	0
O=C(O)c1ccc(CSc2nnc(Cc3ccccc3)o2)cc1	102	5	3	103	-5	0.1	-0.9	3	11
CC(NC(=O)Nc1ccccc1Cl)c1ccc2c(c1)OCO2 (configuration not stated)	84	20	-6	94	-3	-0.3	1.1	-13	41
N#C/C(=C\c1ccccc1)c1n[nH]c(Cn2cncn2)n1	84	16	-5	89	-1	14	0.9	-5	1
C=CCOc1ccccc1CN1CCC(n2nccc2NC(=O)C2CC2)CC1	97	37	-4	95	0	.	.	-8	.
S=C(c1ccc(-c2ccccc2Cl)o1)N1CCOCC1	95	15	3	101	.	-2.7	-0.3	3	-8
Cc1nc2ccccn2c1C(=O)NN=C1CCN(C)CC1	92	-8	-9	94	-5	0.3	0.7	3	41
CCC(C)NC(=O)c1cnc2n(c1=O)CCS2 (configuration not stated)	103	.	7	99	1	0.4	1.2	-4	3
COc1ccc(N2CCN(CCCNC(=O)CN3C(=O)COc4ccccc43)CC2)cc1	128	-3	11	101	3	0.1	1.9	-11	27
O=C(CCCn1c(=O)[nH]c2ccc(Br)cc2c1=O)NCc1ccc(Cl)cc1	103	-9	-3	109	-3	-0.1	1.0	-5	19
Cc1cc2nc(-c3ccc(NC(=O)C(C)C)cc3)oc2cc1C	.	10	.	.	0	1.5	2.8	-4	-18
Cc1cc(=O)oc2cc(OCC3CC(c4ccccc4Cl)=NO3)ccc12 (configuration not stated)	99	16	2	101	-5	-0.3	0.1	8	-4
COc1ccc(NC(=O)CCNS(=O)(=O)c2ccc3c(c2)c(=O)n(C)c(=O)n3C)cc1OC	104	19	56*	92	-5	1.1	1.1	-9	12
CC(C)C(=O)O/N=C1\CCS(=O)(=O)c2sccc21	98	5	0	98	-8	0.9	0.7	-8	-5
CS(=O)(=O)C1=C(O)C(=O)N(c2ccccc2)C1c1ccccc1 (configuration not stated)	.	-4	.	.	-3	0.7	1.0	-3	10
O=C(Nc1ccccn1)c1sc2cc([N+](=O)[O-])ccc2c1Cl	104	-1	4	105	-10	1.3	0.3	19	4
Cc1ccc(-c2nn(C)c(=O)c3ccccc23)cc1S(=O)(=O)NCCN(C)C	94	0	-7	96	-5	1.0	1.7	-2	29
O=C(CSc1nnc2c(Cl)cc(C(F)(F)F)cn12)Nc1ccc2c(c1)OCO2	87	21	-6	87	-5	0.4	0.9	-5	-14
CS(=O)(=O)N1CCCC(C(=O)NCCCN2CCOCC2)C1 (configuration not stated)	106	-4	5	105	-3	0.6	0.8	-6	24
COC(=O)c1cc2c(ccn2-c2ccc(F)cc2)n1CC(=O)OC(C)C	98	6	-5	92	-11	-0.8	2.5	9	34
Cc1ccc(-n2nnc3c(=O)n(CC(=O)N4CCCC4)cnc32)cc1	107	9	8	109	.	-0.1	0.9	-5	46
CC(=O)c1cccc(Nc2nc(-c3ccccc3)nc3ccccc23)c1	104	6	1	102	-10	-0.4	0.4	5	-12
CCOC(=O)c1cccc(NC(=O)CCNS(=O)(=O)c2cccc3nonc23)c1	104	11	5	103	-4	1.3	-0.3	-1	10

Part of the list above in order of heavy-atom count, smallest number first.
SMILES	MEKK2 WT-MEK5	NALP1 inh	MEKK2mut PB1 HTS	MEKK3 PB1 HTS	GalR3 antag	OXTR agonist	V1R ag counter	GPR7 antag	PHOSPHO1 block
CCC(C)NC(=O)c1cnc2n(c1=O)CCS2 (configuration not stated)	103	.	7	99	1	0.4	1.2	-4	3
N#C/C(=C\c1ccccc1)c1n[nH]c(Cn2cncn2)n1	84	16	-5	89	-1	14	0.9	-5	1
CS(=O)(=O)N1CCCC(C(=O)NCCCN2CCOCC2)C1 (configuration not stated)	106	-4	5	105	-3	0.6	0.8	-6	24
CS(=O)(=O)C1=C(O)C(=O)N(c2ccccc2)C1c1ccccc1 (configuration not stated)	.	-4	.	.	-3	0.7	1.0	-3	10
O=C(CSc1nnc2c(Cl)cc(C(F)(F)F)cn12)Nc1ccc2c(c1)OCO2	87	21	-6	87	-5	0.4	0.9	-5	-14
COc1ccc(NC(=O)CCNS(=O)(=O)c2ccc3c(c2)c(=O)n(C)c(=O)n3C)cc1OC	104	19	56*	92	-5	1.1	1.1	-9	12

The listing continues.
SMILES	MEKK2 WT-MEK5	NALP1 inh	MEKK2mut PB1 HTS	MEKK3 PB1 HTS	GalR3 antag	OXTR agonist	V1R ag counter	GPR7 antag	PHOSPHO1 block
CCCS(=O)(=O)c1c(S(=O)(=O)CCC)c2c(N)cccn2c1C(=O)c1ccc(Br)cc1	107	0	-2	93	-2	-1.1	0.5	-15	-2
CC(=O)Nc1ccc(NC(=O)c2ccccc2N(C)S(C)(=O)=O)cc1	102	3	7	99	-5	0.6	0.7	-2	11
Cc1ccccc1N1CC(O)(c2ccccc2)[N+]2=C1SCC2 (configuration not stated)	95	19	14	104	-5	-1.7	0.3	1	-34
N#CCc1ccc(NC(=O)c2ccc(CN3CCc4ccccc4C3)cc2)cc1	104	18	2	101	30*	5.2	7.2	15	34
O=C(COc1ccc(S(=O)(=O)NCc2ccccc2)cc1)NCC1CCCO1 (configuration not stated)	115	8	8	106	0	-0.3	-0.5	0	-25
CCC1(C)Cc2ccccc2-c2nc(NCCCO)n(C)c(=O)c21 (configuration not stated)	97	14	1	99	0	3.9	0.0	16	0

Fetched by compound from above:
SMILES	MEKK2 WT-MEK5	NALP1 inh	MEKK2mut PB1 HTS	MEKK3 PB1 HTS	GalR3 antag	OXTR agonist	V1R ag counter	GPR7 antag	PHOSPHO1 block
CC(=O)Nc1ccc(NC(=O)c2ccccc2N(C)S(C)(=O)=O)cc1	102	3	7	99	-5	0.6	0.7	-2	11
O=C(COc1ccc(S(=O)(=O)NCc2ccccc2)cc1)NCC1CCCO1 (configuration not stated)	115	8	8	106	0	-0.3	-0.5	0	-25

Screening results as filed in PubChem BioAssay.
